Screening results from PubChem BioAssay.
LAP4 TOR yeast: modulators of TOR pathway LAP4-GFP in S. cerevisiae; 0.34% of 320,000 active; GFP response vs DMSO, % at 10 µM; AID 2023; S. cerevisiae LAP4-GFP multiplex, flow cytometry GFP, 3 h; median GFP as percent of DMSO wells;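 active = GFP response vs DMSO above a set limit, about the screen mean plus 3 SD, cut at about 150% in these data; inconclusive = under 70 cell events counted for the yeast strain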
procasp7 counter: counter-screen for procaspase-3 activators: activators of human procaspase-7; P55210; recombinant procaspase-7, Ac-DEVD-pNA absorbance 405 nm; D23A/D198A/D206A triple mutant, cannot self-cleave; scale: DMSO 0, 5 µM enzyme 100; activation, % at 8.5 µM; 0.093% of 330,000 active; AID 463210;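 active = percent activation above the screen-wide mean plus 3 SD, cut at about 25% in these data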
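Replicates: singlicate. Assay system: Procaspase-7 triple mutant (PC-7 D3A). Signal: 405 nm absorbance of p-nitroaniline. Times: 1 h preincubation, 2 h reaction. Buffer or medium: Zinc-free HEPES pH 7.4 with 300 mM NaCl, 0.01% Triton X-100. Also added: DEVD-pNA substrate. Benchmarks: DMSO wells as 0%, DMSO with 5 µM added PC-7 as 100%.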
MEP2 TOR yeast: alters MEP2-GFP fluorescence in TOR pathway yeast screen | S. cerevisiae MEP2-GFP strain, flow cytometry GFP, 3 h; 100% = DMSO control level | GFP response vs DMSO, % at 10 µM | 0.51% of 330,000 active | AID 2016;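 active = GFP response versus DMSO above a set limit, roughly screen mean plus 3 SD, cut at about 180% in these data; inconclusive = fewer than 70 cells counted for a yeast strain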;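 note: median GFP fluorescence of the barcode-gated MEP2-GFP cells per well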
AHR activator: human AHR activation | AHR-responsive luciferase reporter cells, luminescence | activation, % at 5 µM | 2.5% of 320,000 active | AID 2796; in the data active = activation above about 47%;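 note: 0% = vehicle wells and 100% = reference agonist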
Target sequence (P35869 whole entry, looked up): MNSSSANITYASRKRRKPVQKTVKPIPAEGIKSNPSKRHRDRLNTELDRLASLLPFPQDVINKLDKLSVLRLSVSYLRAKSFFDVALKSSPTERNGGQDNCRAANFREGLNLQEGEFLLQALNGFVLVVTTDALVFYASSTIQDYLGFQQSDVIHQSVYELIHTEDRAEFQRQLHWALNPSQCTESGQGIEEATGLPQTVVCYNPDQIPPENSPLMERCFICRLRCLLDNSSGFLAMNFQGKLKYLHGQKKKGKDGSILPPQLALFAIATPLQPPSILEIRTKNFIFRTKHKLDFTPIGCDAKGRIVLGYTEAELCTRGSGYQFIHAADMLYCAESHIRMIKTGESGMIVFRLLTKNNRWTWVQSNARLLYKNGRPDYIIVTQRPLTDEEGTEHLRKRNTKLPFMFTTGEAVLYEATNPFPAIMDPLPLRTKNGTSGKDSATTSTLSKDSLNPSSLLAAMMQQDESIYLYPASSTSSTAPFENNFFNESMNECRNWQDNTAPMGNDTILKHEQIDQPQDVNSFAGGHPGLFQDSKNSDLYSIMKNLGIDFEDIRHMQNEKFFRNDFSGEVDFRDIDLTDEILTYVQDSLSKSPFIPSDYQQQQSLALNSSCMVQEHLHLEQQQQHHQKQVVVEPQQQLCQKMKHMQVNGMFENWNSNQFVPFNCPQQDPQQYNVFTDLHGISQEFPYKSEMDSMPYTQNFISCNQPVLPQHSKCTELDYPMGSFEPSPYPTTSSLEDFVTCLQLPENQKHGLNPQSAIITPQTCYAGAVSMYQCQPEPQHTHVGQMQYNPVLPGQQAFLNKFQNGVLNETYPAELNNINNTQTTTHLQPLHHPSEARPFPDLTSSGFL
AGP1 TOR yeast: alters AGP1-GFP fluorescence in TOR pathway yeast screen. 0.02% of 320,000 active. S. cerevisiae AGP1-GFP multiplex flow cytometry, 3 h; GFP as percent of DMSO wells. GFP response vs DMSO, % at 10 µM. AID 2066;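 active = GFP response relative to DMSO above a set limit, near screen average plus 3 SD, cut at about 150% in these data; inconclusive = fewer than 70 cells counted for the yeast strain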;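 note: median GFP channel fluorescence of the gated AGP1 strain per well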
CIT2-GFP yeast: modulators of TOR pathway CIT2-GFP in S. cerevisiae; GFP response vs DMSO, % at 10 µM; 0.065% of 320,000 active; S. cerevisiae CIT2-GFP strain, flow cytometry, 3 h; 100 means same as DMSO wells;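 active = GFP response relative to DMSO above a set limit, near the screen mean plus 3 SD, cut at about 150% in these data; inconclusive = Fewer than 70 cells measured for a yeast strain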;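 note: ratio of well median GFP fluorescence to mean of DMSO wells on the plate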
procasp3 activ: activates human procaspase-3; 0.11% of 330,000 active; recombinant procaspase-3 D3A, Ac-DEVD-pNA absorbance 405 nm; activation, % at 8.5 µM; P42574;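 active = activation above the mean of all tested compounds plus 3 SD, cut at about 21% in these data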;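 note: 0% = DMSO alone and 100% = DMSO wells spiked with extra 5 µM PC-3 D3A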
Target sequence (P42574 whole entry D9A/D28A/D175A): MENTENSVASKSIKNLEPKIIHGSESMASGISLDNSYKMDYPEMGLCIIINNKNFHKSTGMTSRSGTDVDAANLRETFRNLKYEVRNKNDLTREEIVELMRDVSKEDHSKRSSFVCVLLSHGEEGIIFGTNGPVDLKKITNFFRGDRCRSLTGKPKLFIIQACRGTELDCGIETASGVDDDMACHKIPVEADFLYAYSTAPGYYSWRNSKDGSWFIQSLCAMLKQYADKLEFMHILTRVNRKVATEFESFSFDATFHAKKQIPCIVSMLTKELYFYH
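assay system = Procaspase-3 D3A mutant | signal = absorbance at 405 nm, 0 and 120 min | times = 1 h preincubation plus 2 h reaction at 25 °C | repeats = single replicate | read-out = % activation between DMSO and enzyme-spiked controls | medium = Zinc-free HEPES saline buffer with Triton X-100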
RPL19A-GFP yeast: yeast TOR pathway RPL19A-GFP modulation. S. cerevisiae RPL19A-GFP strain, flow cytometry, 3 h; stronger effect = lower value. 0.3% of 330,000 active. percent response vs DMSO, % at 10 µM;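 active = percent response vs DMSO below 50%; inconclusive = fewer than 70 events counted for the yeast strain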;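 note: median channel GFP fluorescence of the barcoded RPL19A-GFP strain; ratio of sample median GFP to plate DMSO average so 100% = DMSO; lower means less RPL19A-GFP as with rapamycin TOR inhibition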
The depositor's hits bear a star; ? = inconclusive; . = no result given.

Molecule	LAP4 TOR yeast	procasp7 counter	MEP2 TOR yeast	AHR activator	AGP1 TOR yeast	CIT2-GFP yeast	procasp3 activ	RPL19A-GFP yeast
CC(=O)Nc1ccc(NC(=O)C(C)OC(=O)/C=C/c2cnc3ccccc3n2)cc1 (configuration not stated)	109	5	101	5	100	99	3	100
CCn1cc(C(C)NC(=O)Nc2ccccc2C(=O)OC)c(C)n1 (configuration not stated)	112	-5	106	2	111	105	2	103
O=C(NCC1CCCO1)c1ccc2c(=O)n(CC3CCCO3)c(SCC(=O)N3CCCC3)nc2c1 (configuration not stated)	102	-4	115	-3	94	103	1	91
O=C(CBr)Nc1c2c(nn1-c1ccccc1)CSC2	93	13	91	-1	98	91	8	92
CC1CCCC(C)N1C(=O)COC(=O)c1cc(Br)ccc1Cl (configuration not stated)	95	5	92	-1	95	85	10	93
CCOc1cc(CNn2nnnc2N)cc(Cl)c1OCC(=O)NC(C)(C)C	87	-3	104	8	101	98	-6	100
Cc1noc(C)c1S(=O)(=O)N1CCCC(C(=O)Nc2ccc(Cl)cn2)C1 (configuration not stated)	108	6	105	5	116	114	-2	109
O=C1CCNCCN1[C@H](CO)c1ccccc1	100	10	92	0	85	88	-2	102
N#CC1=C(N)Oc2cc(O)c(Cl)cc2C1c1ccccc1F (configuration not stated)	101	-6	103	1	88	104	-9	99
Cc1ccc(NC(=O)COC(=O)C2COc3ccccc3O2)cc1S(=O)(=O)N1CCOCC1 (configuration not stated)	102	0	103	-1	91	93	2	104
CN(C)CC(c1ccccc1)c1ccccc1	102	4	90	-2	99	89	1	99
Cc1ccc(-c2csc3nnc(SCc4csc(C)n4)n23)cc1	103	5	103	4	103	100	-4	97
COCCNC(=O)c1cc(-c2ccccc2)n(Cc2cc(C)no2)n1	115	10	94	3	100	114	1	111
COc1ccccc1CNC(=O)CCNC(=O)Cn1cnc2ccccc2c1=O	96	5	98	4	94	89	-5	95
COc1ccc(OC)c(NC(=O)COC(=O)c2n[nH]c3ccccc23)c1	108	0	108	35	101	103	0	106
c1ccc(Cc2c[nH]c3ccccc23)cc1	102	-5	100	12	94	93	0	100
O=c1ccc2cc3ccoc3cc2o1	98	12	94	3	93	91	2	97
O=C([O-])c1ccccc1-[n+]1c(-c2ccccc2)cc(-c2ccccc2)cc1-c1ccccc1	108	-10	91	11	80	68	3	94
CC(=O)c1cccc(NC(=O)c2ccc(N(Cc3ccccc3C)S(C)(=O)=O)cc2)c1	95	5	94	19	96	93	2	98
CCOC(=O)N1CCN(C(=O)c2ccccc2NC(=O)c2ccc(OC)cc2)CC1	105	9	108	-1	104	103	5	100

Shown with values under each structure: part of the list above
Fields – LAP4 TOR yeast | procasp7 counter | MEP2 TOR yeast | AHR activator | AGP1 TOR yeast | CIT2-GFP yeast | procasp3 activ | RPL19A-GFP yeast
CCOc1cc(CNn2nnnc2N)cc(Cl)c1OCC(=O)NC(C)(C)C
 : 87 | -3 | 104 | 8 | 101 | 98 | -6 | 100
Cc1noc(C)c1S(=O)(=O)N1CCCC(C(=O)Nc2ccc(Cl)cn2)C1 (configuration not stated)
 : 108 | 6 | 105 | 5 | 116 | 114 | -2 | 109

More results
Molecule	LAP4 TOR yeast	procasp7 counter	MEP2 TOR yeast	AHR activator	AGP1 TOR yeast	CIT2-GFP yeast	procasp3 activ	RPL19A-GFP yeast
CCOC(=O)CC1=Nc2ccccc2NC(=O)C1	106	-5	109	0	107	96	-2	96
CC(=O)c1c(C)[nH]c(C(=O)COC(=O)c2ccc(Cl)nc2)c1C	102	-3	103	-1	101	92	-4	97
Cc1ccccc1-n1c(Cn2c(=O)sc3ccccc32)nnc1SCC(N)=O	100	-6	122	1	107	107	-1	103
Cc1ccc(-c2nnc(-c3cccc(Br)c3)o2)cc1	131	9	142	23	115	101	-8	90
CC(CCc1ccccc1)NC(=O)C1CCN(c2nnc(-n3cccc3)s2)CC1 (configuration not stated)	105	-6	104	-3	103	98	-3	103
CCCc1nn(C)c(C(=O)Nc2cccc(Cl)c2)c1Cl	99	-3	101	89*	102	99	13	102
CC(C)C(C)NC(=O)CN1C(=O)NC2(CCc3ccccc3C2)C1=O (configuration not stated)	98	0	107	0	99	101	-2	97
CCC(Sc1nc2cc3c(cc2c(=O)n1Cc1ccco1)OCO3)C(=O)NCCOC (configuration not stated)	102	8	101	3	99	99	-3	100
O=C(CCCCCNC(=O)c1ccccc1Cl)N/N=C/c1ccco1	91	3	108	2	100	99	1	106
Cc1ccc(C(=O)CCC(=O)N(C)CC(=O)Nc2c(Cl)cccc2Cl)cc1	72	10	98	0	85	116	4	116
COc1ccc(S(=O)(=O)N2CCOCC2)cc1NC(=O)c1cccc(-n2cccc2)c1	102	4	104	4	100	92	-1	95
COC(=O)C1C(=O)CC(C)(O)C(C(=O)OC)C1c1ccccc1F (configuration not stated)	100	18	93	0	91	84	5	90
FC(F)Sc1ccc(N=C2NN=C(c3ccc4c(c3)OCCO4)CS2)cc1	92	-10	97	4	94	84	-10	94
Cn1c2ccccc2n2c(=O)c(=O)n(CC(=O)N3CCCc4ccccc43)nc12	95	3	103	1	99	101	1	108
OCC1(Cc2ccc(F)cc2F)CCCN(Cc2ccc(Cl)cc2)C1 (configuration not stated)	86	18	110	-2	102	107	3	100
COc1ccc(S(=O)(=O)N2CCc3ccccc32)cc1C(=O)Nc1ccc(C(N)=O)cc1	107	4	103	4	108	101	7	101
CCC1Nc2ncnc(N3CCCCC3)c2N(Cc2ccccc2)C1=O (configuration not stated)	128	-9	95	3	85	92	2	98
CCOC(=O)c1sc2nc(C)c3c(c2c1N)CC(C)(C)OC3	99	5	101	6	104	93	-1	98
O=C(Cc1c(F)cccc1Cl)NCCCn1ccnc1	96	1	98	6	106	104	-9	101
Cc1nc2c(Br)c3nc(C(F)(F)F)[nH]c3c(Br)c2[nH]1	96	4	99	8	93	92	-3	94

Remaining list, next part
Molecule	LAP4 TOR yeast	procasp7 counter	MEP2 TOR yeast	AHR activator	AGP1 TOR yeast	CIT2-GFP yeast	procasp3 activ	RPL19A-GFP yeast
CCN(CC)C(=O)c1sc(NC(=O)c2ccco2)c(C#N)c1C	100	-13	105	3	92	93	-2	104
CCC(C)NC(=O)CSc1n[nH]c(=O)n1CCc1ccccc1 (configuration not stated)	98	-2	98	1	91	104	11	101
CCN(CC)C(=O)c1[nH]cnc1C(=O)N[C@@H](C)C(=O)OCc1ccccc1	103	-6	89	3	87	96	-1	101
CSc1nc(N2CCOCC2)c2c3c(sc2n1)CCC3	101	5	98	12	.	94	1	94
O=c1cc(CN2CCN(Cc3ccccc3)CC2)c2ccc(O)c(O)c2o1	105	-11	90	-1	100	92	-10	94
O=[N+]([O-])c1ccc(N2CCN(S(=O)(=O)c3ccc(Cl)cc3)CC2)cc1NCc1cccnc1	?	6	?	3	?	?	-2	?
COc1cc(CCNc2ccc3nnc(-c4ccccc4)n3n2)cc(OC)c1OC	93	11	99	8	104	104	4	99
Nn1c(-c2cccc([N+](=O)[O-])c2)nc2ccccc2c1=O	97	-7	114	16	102	114	-2	105
C=CCN(C#N)c1nc(OC)nc(N2CCCC2)n1	103	-9	102	3	101	98	1	103
COc1cc(NC(=O)CN2CCN(c3ccccc3F)CC2)c(C)cc1[N+](=O)[O-]	98	5	98	-1	104	101	-1	108
Cc1ccc(-c2[nH]nc3c2C(c2ccccc2OC(=O)N2CCOCC2)C(C#N)=C(N)O3)cc1 (configuration not stated)	103	10	100	12	104	108	5	102
COc1ccc(N2C(=S)N=C(Nc3ccccc3)C23CCCCC3)cc1	104	11	87	1	96	92	-2	85
COc1ccc(-c2c(C(F)(F)F)[nH]n3c(=O)cc(-c4ccccc4)nc23)cc1	98	15	91	0	99	95	9	95
CNC(=S)N/N=C/c1ccco1	104	8	102	0	110	102	-7	103
COc1ccc(OC)c(/C=C/C(=O)Nc2cccc(S(=O)(=O)N3CCCC3)c2)c1	73	21	86	29	88	86	15	97
C=CCN1C(=O)CSC1=Nc1ccc(NC(C)=O)cc1	95	10	95	-1	102	96	4	98
Cc1cc(OC(=O)c2ccc(S(=O)(=O)N3CCCCC3)cc2)c([N+](=O)[O-])c(=O)[nH]1	91	-2	104	-3	98	100	-3	103
COC(=O)C1=C(C)N(CC(C)C)C(=O)/C1=C\c1cccs1	97	0	100	-1	96	97	-7	97
CC1(OC(=O)CCc2ccccc2)C(=O)C=C2C=C(c3ccc(C#N)cc3)N(CCN3CCOCC3)C=C2C1=O (configuration not stated)	110	-16	100	2	81	68	2	99
COc1cc(/C=N\NC(=O)CC#N)ccc1OC/C=C/c1ccccc1	86	.	123	.	90	82	.	121

Continuation:
Molecule	LAP4 TOR yeast	procasp7 counter	MEP2 TOR yeast	AHR activator	AGP1 TOR yeast	CIT2-GFP yeast	procasp3 activ	RPL19A-GFP yeast
COc1cccc(OC)c1C(=O)Nc1ccccc1C(=O)N1CCCCCC1	98	-2	104	-2	102	111	4	103
COc1cc(C(=O)NCc2nnc(SCC(=O)N3CCCCCC3)o2)cc(OC)c1OC	91	-7	104	0	98	100	0	102
Cc1ccc(F)cc1NC(=O)CCNC(=O)c1ccc([N+](=O)[O-])cc1	105	5	107	-1	105	106	-3	102
O=C(NC(=S)NCc1ccco1)c1ccc(Br)cc1	99	-8	104	18	95	100	12	106
Cc1nn(S(=O)(=O)c2ccc(Br)cc2)c(C)c1S(=O)(=O)N1CCOCC1	101	2	107	0	103	102	3	104
S=C(Nc1ccc2nccnc2c1)N1CCCC1	99	2	86	4	87	90	-11	90
COc1ccc(NC(=O)c2ccc(NC3=NC4CS(=O)(=O)CC4S3)cc2)cc1 (configuration not stated)	101	2	104	5	96	92	4	100
O=C(Cc1ccsc1)Nc1ccc(S(=O)(=O)C(F)F)cc1	108	9	105	6	103	101	3	102
COc1ccc(N=Cc2c(O)c3ccccc3oc2=O)cc1	103	12	103	9	101	104	9	114
O=C(CCc1ccc(S(=O)(=O)N2CCOCC2)cc1)OCC(=O)c1ccc(Br)cc1	94	-4	99	2	93	93	15	97
CC(C)Oc1cccc(C(=O)C2CCCN(C(=O)c3cncs3)C2)c1 (configuration not stated)	87	1	103	7	85	88	-2	94
Cn1c(SCC(=O)Nc2ccccc2F)nnc1-c1cc2ccccc2o1	104	0	104	-1	103	.	1	104
Nc1cc(Cl)ccc1C(=O)OCC(=O)N1CCOCC1	111	-1	109	5	101	88	-5	99
CC1(C)Cc2c(sc(NC(=O)C(=O)N3CCCC3)c2C(=O)O)CO1	97	1	91	0	91	92	-3	96
Cc1cc(=O)[nH]c(N/N=C/c2ccc(-c3ccc(F)cc3)o2)n1	87	-27	97	4	90	92	-21	93
CC(C)NC(=O)CN(C)S(=O)(=O)c1ccc(F)cc1	93	9	93	-1	.	94	4	90
CC(=O)C1=C(C)NC(C)=C(C(C)=O)C1c1ccccc1	102	9	102	0	105	103	1	99
Cc1coc(C)c1C(=O)CC1(O)C(=O)N(Cc2ccccc2)c2ccccc21 (configuration not stated)	89	0	107	3	102	93	10	93
CC1CCN(C(=O)C(=O)Nc2sc3c(c2C(N)=O)CC(C)(C)OC3)CC1	92	0	100	4	96	95	0	97
